# Screens (PubChem)
# Tb PGK inh – blocks T. brucei phosphoglycerate kinase. AID 602233. Potency, µM (highest dose often 57.5 µM), without a hit: top-dose activity change, negative = inhibition, actives largely listed as inhibitors. P07378. PGK/GAPDH coupled, Kinase-Glo luminescence, 60 min. hit rate 0.043% among 380,000; further: potency means the concentration at half of the fitted maximal effect; on the % scale 0 is the no-effect control and ±100 the full control effect; nearly all actives have a fitted effect of over 60% in size
#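 Luminescent ATP detection (Kinase-Glo Plus) follows a 60-minute room-temperature incubation, with wells lacking PGK as controls. Buffer: 100 mM TEA (pH 7.6), 5 mM MgCl2, 0.01% Tween-20. Coupling enzyme GAPDH (100 nM final) supplies unstable 1,3-BPG in-well.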
# HP1b binding inh – inhibitors of HP1-beta chromodomain binding to methylated histone tails; Potency, µM (titrated, usually from 114 µM), inactives show at the top dose activity change, negative = inhibition, actives largely listed as inhibitors; AlphaScreen HP1-beta / biotin-H3K9me3 peptide binding; hit rate 0.56% among 390,000; AID 540317; further: potency means the concentration at half of the fitted maximal effect; nearly all actives have a fitted effect of over 70% in size; inactives centre near 23
# Target sequence (P83916 whole entry, looked up): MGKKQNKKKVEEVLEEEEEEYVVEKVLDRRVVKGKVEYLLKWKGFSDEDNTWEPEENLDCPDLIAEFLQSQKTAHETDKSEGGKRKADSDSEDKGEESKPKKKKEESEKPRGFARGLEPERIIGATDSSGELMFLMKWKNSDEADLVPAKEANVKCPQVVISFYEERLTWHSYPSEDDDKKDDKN
#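 Compound inhibition of the preformed complex between 50 nM HP1-beta and 50 nM biotinylated H3K9me3 peptide was read by AlphaScreen. Buffer was PBS pH 7.4 with 0.01% Tween-20. Incubations ran 30 min at room temperature, with 10 ug/mL donor/acceptor beads.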
# BAZ2B block – inhibitors of human BAZ2B bromodomain; AlphaScreen BAZ2B-H3K14Ac peptide displacement; Potency, µM (doses to about 114 µM), for inactives: at the top dose activity change, negative = inhibition, usual class: inhibitors; hit rate 4.4% among 360,000; AID 504333; further: potency means the concentration at half of the fitted maximal effect; on the % scale 0 is the no-effect control and ±100 the full control effect; nearly all actives have a fitted effect of over 60% in size
#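 Protein-peptide AlphaScreen: BAZ2B 50 nM, b-H3K14Ac 50 nM, 1x PBS pH 7.4 + 0.01% Tween-20. Preincubation 30 min RT; cpd 30 min RT (top 110 uM); beads 20 min RT, light-protected.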
# ERG Ets-DNA blk – ERG Ets/DNA interaction inhibition | P11308 | fluorescence polarization, His-ERG Ets domain / labelled DNA | Potency, µM (series often up to 76.9 µM), for inactives: at the highest dose FP activity, negative = inhibition, usual class: inhibitors | hit rate 0.028% among 370,000; active means well fitted inhibition curve with a large enough effect in the polarisation, with a control signal flat; inconclusive means small, poorly fitted or top-dose-only effect, or effect the other way, or a change in a side signal; inactive means no such curve, though single readings can be large or run the other way; the % refers to the polarisation;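 further: polarization taken with two DNA probes labelled with fluorescein and Texas red; potency means the concentration at half of the fitted maximal effect; % of control where 0% means no effect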
#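 His-tagged ERG Ets domain (1 uM in the protein solution; 300mM KCl, 50mM Tris-HCl, 1mM EDTA, 1mM DTT, pH 7.5) received compound, then a probe mix of 5 nM fluorescein-DNA and 100nM Texas-615-DNA. Fluorescence polarization was read for both dyes.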
# G9a inh – inhibitors of human histone lysine methyltransferase G9a; Q96KQ7; G9a H3K9 monomethylation, AlphaScreen, 2 h; Potency, µM (highest dose often 102 µM), for inactives: top-dose activity, negative = inhibition, hits mostly inhibitors; hit rate 8.8% among 350,000; AID 504332; further: potency means the concentration at half of the fitted maximal effect; on the % scale 0 is the no-effect control and ±100 the full control effect; nearly all actives have a fitted effect of over 75% in size
# Target sequence (Q96KQ7 913-1193 limits assumed): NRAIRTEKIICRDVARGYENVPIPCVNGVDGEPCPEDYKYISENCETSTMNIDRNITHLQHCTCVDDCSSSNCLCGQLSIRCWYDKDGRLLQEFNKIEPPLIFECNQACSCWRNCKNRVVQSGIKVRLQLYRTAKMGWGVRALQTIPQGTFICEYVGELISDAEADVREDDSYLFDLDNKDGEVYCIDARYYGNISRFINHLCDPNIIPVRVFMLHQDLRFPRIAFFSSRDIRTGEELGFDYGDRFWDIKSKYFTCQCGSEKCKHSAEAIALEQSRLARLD
#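 Signal arises when biotinylated H3K9 peptide, once monomethylated, bridges streptavidin donor and antibody-captured acceptor beads. Enzyme at 20 nM was preincubated 15 min with test compounds; peptide 500 nM and SAM 20 uM then reacted for 2 h.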
# Pin1 inhibitor – inhibitors of human Pin1 | Q13526 | Pin1 FP peptide displacement, HiFluor488, 10 min | Potency, µM (top dose mostly 115 µM), for inactives: at the highest dose activity, negative = inhibition, most hits filed as inhibitors | hit rate 0.009% among 390,000; active means well fitted inhibition curve with a large enough effect in the polarisation, with a control signal flat, not every such curve was filed as active; inconclusive means small, poorly fitted or top-dose-only effect, or effect the other way, or a change in a side signal; inactive means no such curve, though single readings can be large or run the other way; the % refers to the polarisation; further: potency means the concentration at half of the fitted maximal effect; on the % scale 0 is the no-effect control and ±100 the full control effect
# Target sequence (Q13526 whole entry, looked up): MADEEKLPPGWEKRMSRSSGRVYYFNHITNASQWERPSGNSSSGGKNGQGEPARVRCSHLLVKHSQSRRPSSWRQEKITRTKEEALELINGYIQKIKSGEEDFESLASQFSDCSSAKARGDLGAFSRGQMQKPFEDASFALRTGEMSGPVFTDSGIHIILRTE
# JMJD2A Tudor – JMJD2A Tudor domain (human) inhibition | hit rate 4.4% among 390,000 | AlphaScreen JMJD2A-Tudor / H3K4me3 peptide binding | Potency, µM (top dose mostly 114 µM), without a hit: at the highest dose activity change, negative = inhibition, actives largely listed as inhibitors | AID 504339 | O75164; further: potency means the concentration at half of the fitted maximal effect; on the % scale 0 is the no-effect control and ±100 the full control effect; nearly all actives have a fitted effect of over 50% in size
# GLS inh – blocks human kidney-isoform glutaminase activity | O94925 | GLS enzymatic activity, qHTS titration | Potency, µM (top dose mostly 45.5 µM), for inactives: top-dose activity change, negative = inhibition, hits mostly inhibitors | hit rate 0.21% among 410,000; further: potency means the concentration at half of the fitted maximal effect; on the % scale 0 is the no-effect control and ±100 the full control effect
#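 Human kidney-isoform GLS in 45 mM KH2PO4 pH 8.2, 0.02% Tween-20, with compound, started with 1mM L-Glutamine (added stock). Glutamate oxidase/HRP/Amplex red coupled fluorescence read at start and after 30 min at RT.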
# PI4K2A inh – PI4K2A (human) kinase inhibition; Q9BTU6; AID 1346378; purified PI4K2A, ADP-Glo luminescence, 1 h; active compounds read low; hit rate 0.13% among 420,000; activity change, negative = inhibition, % at 76.9 µM; in the data active means activity change below about -50%; inconclusive means mostly about -30% to -49%;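 further: -100% = wells without enzyme as full effect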
#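 ADP-Glo luminescence measured ADP generated by PI4K2A enzyme (4 ug/mL before mixing) with 1.2 mM PI substrate (pre-mix) and 300 microM ATP (pre-mix). Tris pH7.5 buffer with MgCl2, Triton X-100; 1 h reaction at ambient temperature.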
# * = called active by the depositor; i = inactive; ? = inconclusive; . = not tested or not shown; [ ] = dose if it differs, or a comment. Unless noted, the call rests on the fitted dose curve; in most records, active means well fitted curve in the direction sought with a large enough effect; inconclusive means small, poorly fitted or top-dose-only effect, or another doubt; inactive means no such curve, though single readings can be large; an effect the other way counts as inactive or inconclusive.
PI4K2A inh,JMJD2A Tudor,Pin1 inhibitor,Tb PGK inh,GLS inh,HP1b binding inh,ERG Ets-DNA blk,G9a inh,BAZ2B block,compound
6.0,-2.8%,-0.7%,2.9%,7.8%,23.9%,-2.2%,-0.2%[59 µM],7.2%,Cc1ccc(CN2C(=O)CCC2(C)C(=O)NCc2cccnc2)cc1 (stereo unspecified)
1.1,-18.5%,-10.5%,i,2.0%,16.4%,0.4%,-1.3%,-1.4%,Cc1ccc(C(=O)Cn2c(C(=O)OCCO)cc3ccccc32)cc1
-3.7,-24.1%,?,-9.7%,15.6%,27.3%,?,-2.8%,6.4%,CCOC(=O)Cc1cc(=O)n2[nH]c(C)c(-c3ccccc3)c2n1
-3.6,-9.9%,2.9%,-0.7%,5.8%,24.8%,.,-31.1%,6.3%,COc1ccc(OCc2nc3ccccc3[nH]2)cc1
0.3,3.2%,-0.2%,2.0%,-2.1%,28.0%,-5.0%,28.1%,4.0%,COc1ccc(Cl)cc1S(=O)(=O)NC(C)C(=O)NCc1cccnc1 (stereo unspecified)
-4.2,-17.0%,2.6%,-2.3%,-1.3%,8.0%,8.5%,.,.,Cc1ccccc1-c1nc(CN2CCC(C(=O)NC3CCN(Cc4ccccc4)CC3)CC2)c(C)o1
-7.4,-19.3%,4.0%,-3.7%,-1.2%,35.3%,-1.6%,-2.0%[59 µM],.,CCC(=O)N1CCc2cc(S(=O)(=O)NC(C(=O)NCCc3ccc(OC)c(OC)c3)C(C)C)ccc21 (stereo unspecified)
-1.3,-7.6%,-0.7%,-9.0%,-15.2%,44.2%[activator],1.1%,5.8%[59 µM],-16.6%,COCCCNc1nc2c(c(=O)n(Cc3ccccc3)c(=O)n2C)n1C
16.8,-5.4%,-7.2%,-4.1%,2.7%,20.1%,-6.5%,.,.,NC(=O)c1ccccc1NC(=O)C(c1ccccc1)c1ccccc1
3.0,-13.6%,6.3%,-7.0%,13.1%,14.6%,3.9%,?,-3.3%,CC(=O)NC(=O)Nc1sc(=S)n(C)c1C
-1.8,-13.0%,14.5%,7.5%,13.2%,32.8%,0.9%,-24.5%[59 µM],-17.2%,CCOC(=O)c1cc(-c2ccc(OC)c(S(=O)(=O)Nc3ccc(OC)cc3OC)c2)on1
-4.2,-5.7%,2.6%,-1.1%,-8.2%,21.7%,-12.9%,8.7%,-4.9%,CC1CCCCN1C(=O)CN1C(=O)CN(C)C(=O)c2ccccc21 (stereo unspecified)
-9.6,-34.2%,4.5%,-7.1%,?,19.7%,-5.6%,44.1%[59 µM],-11.4%,COc1cc(OC)c2nc(C)c3c(c2c1)N(c1ccc(O)cc1)CC3
0.8,-1.5%,-4.3%,-1.3%,31.6%[activator],27.4%,-2.8%,-40.9%,0.5%,O=C(O)CCCn1cc(NC(=O)c2cccc(F)c2)cn1
-2.9,-13.6%,-3.7%,i,16.8%,22.9%,.,-9.8%,8.1%,Cc1cccc(NC(=S)N(CCc2nc3cc(C)c(C)cc3[nH]2)Cc2cccnc2)c1
-8.2,13.9%,3.7%,-5.1%,-6.5%,55.6%[activator],-15.1%,38.7%[activator],14.6%,Cn1c(Oc2ccc(F)cc2)c(C=O)c2ccccc21
-8.2,-20.0%,3.4%,0.8%,6.1%,12.9%,-0.2%,-6.3%[59 µM],-7.7%,CCc1ccc(NC(=O)CC2C(=O)N(c3cccc(C)c3)C(=O)N2CCC(C)C)cc1 (stereo unspecified)
3.3,-20.5%,-6.2%,i,10.0%,34.3%,0.7%,34.9%,-5.0%,O=S(=O)(NNC(=S)Nc1ccc(S(=O)(=O)Nc2ncccn2)cc1)c1ccc(Br)cc1
-1.7,7.9%,2.0%,-6.3%,12.6%,23.6%,-5.2%,10.5%[12.7 µM],-19.1%,C=CCN1C(=O)CSc2ccc(C(=O)OCC)cc21
2.8,-15.0%,?,-4.2%,0.0%,45.3%[activator],4.2%,39.3%[activator][59 µM],-7.7%,Cc1ccc(-c2cc(-c3ccccc3)[nH]c(=S)c2C#N)cc1
9.7,?,-1.0%,-3.5%,-2.2%,3.1%,16.4%,56.1%,-3.0%,Cc1c(C)c2cc(Cl)c(OC(C)C(=O)NCCN3CCOCC3)cc2oc1=O (stereo unspecified)
0.7,-2.2%,1.1%,1.3%,2.7%,33.4%,10.5%,?,8.7%,CC1(C)NC(=O)N(CCOCCOc2ccc3ccccc3c2Br)C1=O
-0.8,-12.2%,-1.8%,1.7%,0.6%,37.0%,4.3%,-3.9%[12.7 µM],0.2%,CCCCNC(=O)c1cc2n(n1)C(C(F)(F)F)CC(c1ccccc1)N2 (stereo unspecified)
-1.6,1.5%,1.5%,-8.0%,0.5%,6.9%,-1.1%,47.8%,-11.5%,O=C1CCC(C(=O)N(CCO)Cc2ccccc2)CN1CC1CCCCC1 (stereo unspecified)
-0.4,-4.5%,-1.7%,-0.5%,10.5%,24.5%,13.1%,.,.,CN(C(=O)COC(=O)c1ccccc1C(=O)c1ccccc1)c1ccccc1
-1.4,-21.5%,2.0%,i,-8.6%,34.2%,?,-30.9%[59 µM],1.3%,Cc1cc2ccccc2n1CCNC(=O)C1CCCCC1
-2.6,56.2µM*,-2.8%,-8.8%,0.0%,-17.9%,-4.8%,.,22.4µM*,CC(C)c1nc(C(=O)N2CCc3c([nH]c4ccccc34)C2c2ccccn2)cs1 (stereo unspecified)
6.4,-22.1%,2.4%,-1.3%,-6.6%,19.1%,2.7%,-16.0%[59 µM],-3.7%,Cc1cccc(C)c1NC(=O)COC(=O)c1cc(=O)[nH]c2ccccc12
5.2,5.9%,-0.1%,-3.8%,-11.8%,31.0%,0.5%,5.2%[59 µM],-5.7%,CCOC(=O)N1CCC(NC(=O)c2cc(C(=O)NCC(OC)OC)ccc2CO)CC1
-1.1,-20.7%,-0.2%,-0.6%,2.1%,10.2%,14.8%,?,-7.1%,CCOc1ccc(OCC(=O)OCc2csc(CC(=O)Nc3ccccc3C)n2)cc1
-13.7,-7.5%,-3.9%,7.4%,6.5%,22.5%,-4.8%,16.7%,6.3%,S=C(Nc1ccccc1Cl)N1CCC(c2ccccc2)C1 (stereo unspecified)
3.0,-3.4%,-0.3%,3.3%,0.3%,49.2%[activator],5.3%,-2.3%[0.501 µM],-0.4%,O=C(COC(=O)c1ccc2ncsc2c1)NCc1cccc(Cl)c1
1.5,2.7%,1.2%,7.7%,0.9%,44.9%[activator],-4.6%,-5.5%[12.7 µM],-2.3%,O=C(NCc1ccc(Cl)cc1)C1CCCN(C(=O)c2ccc(Cl)cc2)C1 (stereo unspecified)
-0.2,-4.1%,-11.8%,1.5%,-2.7%,36.7%,-2.5%,.,.,CC(C)(C)OC(=O)C[C@@H]1C/C=C\C[C@@H](CC(=O)N[C@H](CO)Cc2ccccc2)C(=O)NCCOC1=O
-0.2,?,0.0%,-0.6%,-0.6%,-22.0%,.,.,.,COc1cc(OC)c(OC)cc1/C=C/c1ccnc2ccccc12
-3.1,-12.5%,0.0%,-2.4%,-1.1%,35.3%,-4.1%,-8.6%,-21.7%,O=S(=O)(c1cccc(-c2cn3ccccc3n2)c1)N1CCCCC1
6.3,-36.0%,-1.6%,-1.9%,-8.5%,-19.6%,-12.5%,3.2%[59 µM],-37.9%,COc1ccc(CC(=O)NCc2ccc3c(c2)CCN3C(=O)c2ccc(C)cc2)cc1OC
-7.9,-17.9%,2.5%,i,-0.1%,16.5%,8.0%,11.7%[12.7 µM],12.0%,CCN(Cc1ccc(OC)c(F)c1)C(=O)/C=C/c1ccc(S(=O)(=O)N2CCOCC2)cc1
4.5,-18.1%,-6.7%,-5.0%,1.8%,32.7%,3.8%,44.7µM*,-0.9%,COc1cc(NC(=O)CN2CCN(CC(=O)Nc3ccccc3OC)CC2)cc(OC)c1
0.8,-5.8%,-2.1%,i,-4.8%,47.5%[activator],-0.2%,18.6%[59 µM],5.5%,CCCCNC(=O)CN(c1cccc(F)c1)S(C)(=O)=O
0.9,-11.0%,9.1%,-9.9%,30.8%[activator],11.5%,-5.8%,14.9%[0.501 µM],7.1%,Cc1ccc(NC(=O)C(C)OC(=O)c2n[nH]c3ccccc23)cc1 (stereo unspecified)
-3.9,-13.2%,-5.3%,-0.6%,0.1%,23.9%,.,?,?,Cc1ccc(-c2nn(-c3ccccc3)cc2C2CC(c3cccs3)=NN2C(=O)CCC(=O)O)cc1 (stereo unspecified)
-3.3,-22.9%,0.9%,-2.1%,-6.1%,16.1%,7.2%,18.7%,-23.7%,Cc1nn(-c2ccccc2)c(N2CCCC2)c1/C=N/NC(=O)c1ccccc1O
0.9,-3.5%,-2.7%,6.9%,?,25.5%,-4.1%,?,-14.8%,O=C(Cn1c(C(F)(F)F)nc2ccccc21)N/N=C/c1ccco1

# Individual results from the list:
# HP1b binding inh, `Cc1nn(-c2ccccc2)c(N2CCCC2)c1/C=N/NC(=O)c1ccccc1O` is entered as 16.1%
# PI4K2A inh, `O=C(Cn1c(C(F)(F)F)nc2ccccc21)N/N=C/c1ccco1` is entered as 0.9
